E-sel inducer: E-selectin induction on HUVECs; P16581; HUVEC E-selectin immunofluorescence imaging; normalized: neutral wells 0, TNF-alpha wells 100; activation, % at 7.58 µM; 0.37% of 260,000 active; AID 686992;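 active means mean E-selectin-positive cell signal at least 10% of the positive control, reached in at least 60% of replicates, without over 20% cell loss; inconclusive means no rule given, readout overlaps actives, possibly toxicity-flagged; inactive means the rest, including those meeting only one limit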;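 further: in these data hits start at about 27%; measured in HUVEC primary endothelial cells; signal is the percent of cells scored E-selectin positive by PE staining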
Target sequence (P16581 whole entry, looked up): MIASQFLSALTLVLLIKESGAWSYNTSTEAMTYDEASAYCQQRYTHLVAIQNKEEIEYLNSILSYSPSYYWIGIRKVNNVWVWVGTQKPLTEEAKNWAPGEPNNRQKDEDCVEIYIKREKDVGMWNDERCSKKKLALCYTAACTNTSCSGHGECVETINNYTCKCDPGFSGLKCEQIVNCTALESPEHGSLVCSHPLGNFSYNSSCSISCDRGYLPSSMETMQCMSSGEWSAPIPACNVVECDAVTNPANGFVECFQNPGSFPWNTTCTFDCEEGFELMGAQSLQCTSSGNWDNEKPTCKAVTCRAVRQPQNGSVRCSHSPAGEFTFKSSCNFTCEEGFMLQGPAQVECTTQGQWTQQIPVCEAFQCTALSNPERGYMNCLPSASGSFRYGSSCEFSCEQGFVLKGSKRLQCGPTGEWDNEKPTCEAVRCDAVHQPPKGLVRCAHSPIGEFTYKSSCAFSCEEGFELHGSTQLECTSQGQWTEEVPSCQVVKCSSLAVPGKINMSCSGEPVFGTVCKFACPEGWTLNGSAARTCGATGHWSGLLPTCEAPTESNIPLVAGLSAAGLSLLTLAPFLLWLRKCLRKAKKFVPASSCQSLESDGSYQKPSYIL
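Read-out: % PE-positive cells | Test system: HUVEC | Doses: One compound dose added by pin transfer | Buffer or medium: EGM-2 over gelatin coat | Signal: Immunofluorescence imaging | Benchmarks: TNF-alpha, DMSO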
esBAF inh: SWI/SNF esBAF complex inhibition | mouse ES cells, Bmi1-luciferase knock-in reporter, 24 h; 100% = twice the neutral-well signal | reporter increase, % at 12.5 µM | 2% of 350,000 active | AID 602393; in the data active means activation above about 40%; inconclusive means no clear call, values can overlap the other calls;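 further: 0% = median of the plate's neutral control wells and 100% = double that signal; a rise in the Bmi1 reporter signal indicates esBAF inhibition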
RAD52 inh: blocks human RAD52 DNA annealing; AID 651710; P43351; recombinant RAD52 DNA annealing, FRET fluorescence; 0.46% of 360,000 active; inhibition, % at 18.7 µM;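 active means every replicate showing at least 50% inhibition; inconclusive means mean inhibition at least 50% but not in every replicate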
FN deposit inh: fibronectin deposition inhibition | AH1F fibroblasts, Alexa488-fibronectin deposition fluorescence, overnight | inhibition, % at 12.6 µM | 0.086% of 350,000 active | AID 743247;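 active means mean inhibition across replicates of 30% or more, regardless of how many single replicates reach that level; inconclusive means mean under 30% yet at least half of replicates reach 30%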;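 further: positive control wells lacked labelled fibronectin entirely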
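Assay system: AH1F fibroblast monolayer, labelled fibronectin deposition. Amount: 10000 cells per well. Also added: labelled fibronectin 24 nM. Compound: single-point pinned compound. Incubation: cell attachment 1 h, compound and FN exposure overnight. Detection: fluorescence after three HBSS washes, excitation 485 nm, emission 525 nm. Read-out: inhibition of fibronectin deposition signal.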
S100A4 MyoIIA: blocks human S100A4 binding to myosin IIA peptide | P26447 | S100A4/TAMRA-MyoIIA peptide fluorescence polarization | inhibition, % at 10.7 µM | 0.14% of 360,000 active | AID 652163;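 active means mean inhibition of at least 70% across replicates, with every replicate also reaching that level; inconclusive means mean inhibition reaches 70% but some replicates fall short; inactive means mean inhibition below 70%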
Target sequence (P26447 whole entry, looked up): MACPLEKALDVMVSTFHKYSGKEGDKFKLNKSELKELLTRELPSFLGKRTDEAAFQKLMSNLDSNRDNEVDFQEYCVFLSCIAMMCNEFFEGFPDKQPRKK
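Assay system: human S100A4 monomer with TAMRA-labelled myosin IIA peptide / Buffer or medium: Calcium-containing HEPES buffer, pH 7.2 / Reagent: TAMRA-labelled myosin IIA heavy-chain peptide probe, 5 nM / Compound: one dose per compound / Timing: polarization read 5 min after assay mix addition, stable 5–60 min / Benchmarks: neutral control DMSO, positive control TFP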
RAD54 branch: RAD54 (human) branch migration inhibition; inhibition, % at 10.4 µM; 0.14% of 360,000 active; Q92698; RAD54 Holliday junction branch migration, FAM/BHQ fluorescence;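 active means mean normalized replicate activity at least 40 and at least half of replicates scoring 40 or more; inconclusive means only one of the two criteria met; inactive means mean below 40 and under half of replicates reaching 40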;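 further: 0% = median of neutral control wells and 100% = median of positive control wells; inhibitors cause a drop in the FAM fluorescence signal; in these data hits start at about 50%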
EWS-Fli inh: inhibitors of EWS/Fli oncoprotein transcriptional activity. A673 NR0B1-luciferase reporter, viability-normalised. 0.67% of 350,000 active. AID 651661. inhibition, % at 12.6 µM;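 active means mean inhibition of at least 50% after viability correction, with every replicate also passing that limit; inconclusive means mean reaches 50% but only one of two replicates passes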;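 further: firefly luciferase signal divided by Alamar Blue viability fluorescence both relative to DMSO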
Xi reactivation: reactivates the inactive X chromosome in mouse fibroblasts; XiGFP mouse fibroblasts, % GFP-positive cells imaging, 3 d; cells co-treated with 5-aza-dC sensitizer; scaled so ellipticine positive control = 100%; activation, % at 7.58 µM; 0.055% of 360,000 active; AID 743238;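 active means mean normalized replicate activation at least 10% and every replicate at or above 10%; inconclusive means only one of the two criteria met; inactive means mean below 10% and not all replicates reach 10%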;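 further: 0% = median of on-plate neutral control wells and 100% = ellipticine 6 µM median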
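System: XiGFP fibroblasts, SV40-immortalized. Medium: DMEM plus 5-aza-dC sensitizer. Doses: single point. Timing: 3 d treatment, 15 min room-temperature fixation. Control set: ellipticine 6 µM.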
Numbers without * were called inactive; ? = inconclusive; nt = no result given; & = joins results of further samples.

SMILES	E-sel inducer	esBAF inh	RAD52 inh	FN deposit inh	S100A4 MyoIIA	RAD54 branch	EWS-Fli inh	Xi reactivation
Cc1nc(C)c(C(=O)N2CCCC(CCC(=O)NCc3ccc(F)c(F)c3)C2)s1 (configuration not stated)	nt	nt	-20	nt	11	nt	4	0.0
O=C(Cc1cccc(NC(=O)C2CCCN(C(=O)CCc3ccccc3)C2)c1)Nc1cccc(C(=O)N2CCCCC2)c1 (configuration not stated)	-0.4	9	-10	5	-2	-7	5	-0.1
CC(C)c1ccc([C@@H]2O[C@H](CCc3ccccc3)Cc3[nH][nH]c(=O)c32)cc1	0.0	nt	-13	-8	-1	nt	8	0.0
CO[C@@H](CN(C)C(=O)C1CCOCC1)[C@H](C)CN(C(=O)Nc1ccc(C(F)(F)F)cc1)[C@@H](C)CO	0.0	-1	-8	-2	2	-1	-3	0.0
CN(C)CCCN(C(=O)COc1ccc(Cl)cc1)c1nc2cc3c(cc2s1)OCCO3	nt	-10	60*	0	-7	20	-24	0.0
CN(C)CC#Cc1ccc([C@@H]2[C@@H](CO)N3CCCCN(C(=O)Nc4ccc(F)cc4)C[C@@H]23)cc1	1.0	-4	16	nt	16	-3	-5	0.3
Cc1cc(C)nc(N/N=C/c2cn[nH]c2-c2ccccc2)n1	nt	-2	-12	-3	-14	3	1	0.2
C[C@@H]1CN([C@H](C)CO)C(=O)Cc2cc(NS(=O)(=O)c3ccc(Cl)cc3)ccc2O[C@H]1CN(C)Cc1ccc(Oc2ccccc2)cc1	-0.2	2	15	-7	-24	0	28	0.6
C[C@H]1CCCCO[C@H](CN(C)C(=O)NC2CCCCC2)[C@@H](C)CN([C@@H](C)CO)C(=O)c2cc(NC(=O)C3CCCCC3)ccc2O1	-0.1	0	-14	nt	5	2	17	-0.4
C[C@@H]1CN([C@H](C)CO)C(=O)Cc2cc(NC(=O)CCN3CCOCC3)ccc2O[C@@H]1CN(C)S(C)(=O)=O	-9.1	0	-13	nt	3	-7	-16	0.0
COc1ccc(NC(=O)c2ccccc2C)cc1	-0.1	20	-8	-1	4	-7	-50	-0.1
CSc1ccccc1OCc1cc(C(=O)NC2CCOC2)no1 (configuration not stated)	2.9	?	-14	5	-2	9	-61	0.1
CCN(C(=O)COC(=O)c1c2c(nc3ccccc13)CCC2)c1c(N)n(Cc2ccccc2)c(=O)[nH]c1=O	-0.2	1	-7	-5	4	8	-1	0.0
C[C@H](O)C#Cc1ccc2c(c1)O[C@@H](CN(C)CC1CC1)[C@@H](C)CN([C@@H](C)CO)S2(=O)=O	0.6	4	nt	nt	nt	nt	-13	-0.7
COc1ccccc1NC(=O)CSc1nc2sc(C)c(C)c2c(=O)n1C	nt	6	-11	-14	-2	-4	17	0.3
CC(=O)OCC(=O)NCCCOc1cccc(CN2CCCCC2)c1	0.0	7	-4	3	0	-3	-8	0.4
COc1ccc2c(c1)OCC(O)(c1ccccc1)C2=O (configuration not stated)	-1.0	4	14	nt	2	2	-20	-0.1
COc1ccc(-n2nc(C(=O)NCC(=O)NCCC3=CCCCC3)c3ccccc3c2=O)cc1OC	0.9	-2	-6	3	-2	-1	-3	0.0
CCc1cc2c(Sc3nc4ccccc4s3)ncnc2s1	nt	19	-12	nt	-2	0	nt	nt
CCC(=O)N(C)C[C@H]1Oc2cc(C#CC3CCCC3)ccc2S(=O)(=O)N([C@@H](C)CO)C[C@@H]1C	0.3	3	3	-1	18	-4	10	-0.4
CC(=O)c1cccc(NC(=O)c2sc3nc4n(c(=O)c3c2C)CCCCC4)c1	nt	16	-13	-6	2	-1	-12	0.0
CCOC(=O)N1CCN(S(=O)(=O)N2CCCC(C(=O)NCc3ccccc3OC)C2)CC1 (configuration not stated)	nt	-8	-12	5	8	7	6	0.0
Cc1ncc(CO)c(/C=N/NC(=S)Nc2ccc(F)cc2)c1O	0.0	5	nt	-4	nt	nt	nt	0.0
CC(C)NC(=O)N(C)C[C@H]1Oc2ccc(NS(=O)(=O)c3ccc(Cl)cc3)cc2C(=O)N([C@H](C)CO)C[C@@H]1C	0.0	4	-3	-2	-23	-9	1	-0.1
COc1ccc(C)cc1NS(=O)(=O)c1ccc2c(c1)n(C)c(=O)n2C	nt	0	-12	-2	6	9	-2	0.0

Structures listed so far that contain an NH in an aromatic ring:
SMILES	E-sel inducer	esBAF inh	RAD52 inh	FN deposit inh	S100A4 MyoIIA	RAD54 branch	EWS-Fli inh	Xi reactivation
CC(C)c1ccc([C@@H]2O[C@H](CCc3ccccc3)Cc3[nH][nH]c(=O)c32)cc1	0.0	nt	-13	-8	-1	nt	8	0.0
Cc1cc(C)nc(N/N=C/c2cn[nH]c2-c2ccccc2)n1	nt	-2	-12	-3	-14	3	1	0.2
CCN(C(=O)COC(=O)c1c2c(nc3ccccc13)CCC2)c1c(N)n(Cc2ccccc2)c(=O)[nH]c1=O	-0.2	1	-7	-5	4	8	-1	0.0

Next part:
SMILES	E-sel inducer	esBAF inh	RAD52 inh	FN deposit inh	S100A4 MyoIIA	RAD54 branch	EWS-Fli inh	Xi reactivation
O=C(CSc1nc2ccccc2c(=O)n1-c1ccc(OC(F)F)cc1)NCc1cccs1	0.1	-4	-6	-10	1	-3	-9	0.2
CCN1CCN(CC(O)COc2ccc(C)c(C)c2)CC1 (configuration not stated)	0.0	1&-6	-2	-3	0	19&0	13	0.1
CCOC(=O)C1CCN(C(C(=O)NC2CCCC2)c2ccc(C)cc2)CC1 (configuration not stated)	0.2	5	-19	-6	-7	-8	-4	0.3
C[C@@H]1CN([C@H](C)CO)C(=O)c2cccc(NS(=O)(=O)c3ccc(F)cc3)c2O[C@@H]1CN(C)C(=O)Nc1ccc(C(F)(F)F)cc1	0.5	6	16	nt	-3	-1	8	-0.5
CC1CCc2c(sc3nc(CSc4n[nH]c(N)n4)[nH]c(=O)c23)C1 (configuration not stated)	0.5	29	nt	10	nt	nt	nt	5.0
O=S(=O)(NN1CCOCC1)c1cc(Cl)cc(Cl)c1O	0.2	1	-16	9	-5	-7	3	0.0
CC(=O)Nc1ccc(S(=O)(=O)Nc2ccc3c(c2)OCO3)cc1	nt	-4	-18	-4	1	3	-5	0.0
O=C(NCC[C@H]1CC[C@@H](NS(=O)(=O)Cc2ccccc2)[C@@H](CO)O1)C1CCOCC1	0.0	1	5	nt	20	4	-4	0.1
CCCn1c2ccc(F)cc2c2nnc(NN)nc21	0.3	nt	-11	14	-1	nt	6	-0.8
CC1CCc2[nH]c3ccc(C(=O)N4CCCC(C(F)(F)F)C4)cc3c2C1 (configuration not stated)	nt	nt	-20	nt	-2	-3	-9	0.0
CCSc1nc2nccnc2c(=O)[nH]1	0.0	-2	0	8	2	-7	-3	0.4
O=C(Nc1cccc(S(=O)(=O)N2CCCC2)c1)[C@@H]1O[C@H](CO)[C@@H](O)[C@H]1O	-0.1	0	6	16	0	1	0	-0.2
Cc1cccc(N2CCN(S(=O)(=O)c3ccc(-c4coc(C)n4)cc3)CC2C)c1 (configuration not stated)	nt	4	-21	-8	-4	3	nt	0.1
CCOCCCNC(=S)NCCCNc1nc2c(C)cc(C)cc2cc1C#N	nt	nt	-5	0	1	nt	-4	0.0
OC(c1ccccc1)(c1nc(-c2csc3ccccc23)cs1)C(F)(F)F (configuration not stated)	-0.3	-7	-20	-1	3	2	2	0.1
Cn1nc(C(=O)OCC(=O)N(Cc2ccccc2)C(C)(C)C)c2ccccc2c1=O	0.1	4	6	-1	-1	-5	3	-0.1
CCCCn1c(SCC(=O)Nc2nc(C)cs2)nnc1-c1cccnc1	nt	1	1	nt	0	6	-5	nt
Cc1ccc(S(=O)(=O)N(C)C[C@H]2OCCCC[C@H](C)Oc3ccc(NC(=O)Cc4ccccc4)cc3C(=O)N([C@@H](C)CO)C[C@@H]2C)cc1	nt	-2	-48	0	3	-6	6	0.1
O=c1ccc(S(=O)(=O)N2CCCC2)cn1Cc1ccc(F)cc1	0.4	-2	-2	5	-2	2	-2	0.4
COc1ccc(C2CC(c3cccs3)=NN2C(=O)CSc2nncs2)cc1OC (configuration not stated)	-0.5	nt	-5	1	1	nt	3	0.0
Cc1ccc2cc(CCNC(=O)C(=O)c3c(C)[nH]c4ccccc34)c(=O)[nH]c2c1	-0.2	-2	-6	1	3	nt	2	0.0
C[C@@H]1CN([C@H](C)CO)C(=O)c2ccccc2-c2ccccc2CO[C@@H]1CN(C)C(=O)c1ccncc1	0.0	-4	4	-4	6	-8	-1	-1.1
C[C@@H]1CCCCO[C@H](CN(C)CC2CC2)[C@H](C)CN([C@@H](C)CO)C(=O)c2cc(NC(=O)Nc3ccccc3)ccc2O1	0.6	-3	57*	nt	-2	15	nt	0.1
CC(C)NC(=O)Nc1ccc2c(c1)C(=O)N([C@@H](C)CO)C[C@H](C)[C@@H](CN(C)S(=O)(=O)c1ccc(F)cc1)O2	0.4	-1	-4	nt	6	4	-7	-1.1
CC(C)C#Cc1ccc2c(c1)O[C@@H](CN(C)CC1CCOCC1)[C@H](C)CN([C@@H](C)CO)S2(=O)=O	0.1	-4	7	6	-5	-1	28	0.5
COc1ccccc1C#Cc1ccc2c(c1)O[C@@H](CN(C)Cc1ccccc1)[C@H](C)CN([C@@H](C)CO)S2(=O)=O	0.1	-1	-18	nt	3	4	21	-0.1
N/C(=N\OC(=O)CCc1ccccc1)c1cccnc1	nt	nt	-7	0	-4	nt	-41	0.0
C[C@@H]1CCCCO[C@H](CN(C)S(=O)(=O)c2ccc(Cl)cc2)[C@@H](C)CN([C@H](C)CO)C(=O)c2cc(NS(=O)(=O)c3ccccc3)ccc2O1	-0.2	-2	8	13	-81	-7	4	0.2
CC(C)NC(=O)N[C@H]1CC[C@@H](CC(=O)NCc2ccc(Oc3ccccc3)cc2)O[C@H]1CO	-0.1	6	22	-7	0	-4	3	-0.3
C[C@@H]1CN([C@@H](C)CO)C(=O)c2cccc(NS(=O)(=O)c3ccccc3)c2O[C@@H]1CN(C)Cc1ccc(C(=O)Nc2ccccc2N)cc1	4.7	-22	-8	nt	3	-5	52*	-0.1

Three successive compounds out of the list so far, quoted:
SMILES	E-sel inducer	esBAF inh	RAD52 inh	FN deposit inh	S100A4 MyoIIA	RAD54 branch	EWS-Fli inh	Xi reactivation
CCOC(=O)C1CCN(C(C(=O)NC2CCCC2)c2ccc(C)cc2)CC1 (configuration not stated)	0.2	5	-19	-6	-7	-8	-4	0.3
C[C@@H]1CN([C@H](C)CO)C(=O)c2cccc(NS(=O)(=O)c3ccc(F)cc3)c2O[C@@H]1CN(C)C(=O)Nc1ccc(C(F)(F)F)cc1	0.5	6	16	nt	-3	-1	8	-0.5
CC1CCc2c(sc3nc(CSc4n[nH]c(N)n4)[nH]c(=O)c23)C1 (configuration not stated)	0.5	29	nt	10	nt	nt	nt	5.0

Screening results: PubChem, Broad Institute
